# From PubChem BioAssay
# PLCg1 inh – PLC-gamma1 enzyme inhibitors, primary screen, biochemical, fluorescence, purified enzyme; 1-phosphatidylinositol 4,5-bisphosphate phosphodiesterase gamma-1 (Homo sapiens), P19174; fluorogenic substrate; inhibition, % at 12.2 µM; 370,000 compounds, 0.84% hits; AID 720700, 2013; in the data active means inhibition above about 9.5%
# DDE Tn6 FP inh – inhibitors of Tn6 peptide binding to fibrin DD(E), primary screen, biochemical, fluorescence polarization, human fibrin, Tn6 probe; Fibrin DD(E) TRITC-Tn6 fluorescence polarization displacement; inhibition, % at 8.3 µM; 370,000 compounds, 0.21% hits; AID 720509, 2013; Fibrinogen beta chain (Homo sapiens), P02675;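 active means inhibition above a per-campaign cutoff: mean of compounds within control limits plus 3 SD, cut at about 15% in these data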;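 further: 0% = median of all compound wells on the plate and 100% = blocking peptide control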
# MBD2 DNA inh – inhibitors of MBD2 binding to methylated DNA, primary screen, biochemical, TR-FRET, DNA-binding domain, human; Methyl-CpG-binding domain protein 2 (Homo sapiens), Q9UBB5; MBD2 binding to methylated oligonucleotide; inhibition, % at 4.4 µM; 370,000 compounds, 0.31% hits; in the data active means inhibition above about 13%
# UHRF1 binding – UHRF1 methylated DNA binding inhibitors, primary screen, counter-screen for MBD2 inhibitor project, biochemical, TR-FRET, human UHRF1, single concentration; E3 ubiquitin-protein ligase UHRF1 (Homo sapiens), Q96T88; UHRF1 binding to methylated oligo; inhibition, % at 4.4 µM; 370,000 compounds, 0.75% hits; AID 687016, 2013; in the data active means inhibition above about 21%;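 further: UHRF1 SRA domain binding a hemimethylated CpG hairpin DNA probe; 0% = median of test compound wells and 100% = reference inhibitor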
# DDE Tn7 FP inh – inhibitors of Tn7 peptide binding to fibrin DD(E), primary screen, biochemical, fluorescence polarization, human fibrin, Tn7 probe; FP displacement of FITC-Tn7 peptide from fibrin DD(E); 0% = median of compound wells per plate; inhibition, % at 8.3 µM; 370,000 compounds, 0.13% hits;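 active means inhibition above the mean of compounds falling within the control limits plus 3 SD of them, cut at about 14% in these data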;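 further: 0% = plate median of compound wells and 100% = 10 µM Aha-Tn7 peptide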
#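 Test system: human clot-derived fibrin DD(E) complex / Quantity: 2 µM final DD(E) protein / Incubation: 10 min plus 3 h, room temperature / Measured by: fluorescence polarization / Benchmarks: high control of 10 µM Aha-Tn7 peptide / Replicates: singlicate testing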
# ARFGAP1 inhibitor – inhibitors of rat ARFGAP1 GAP activity, primary screen, biochemical, fluorescence polarization, GDP tracer; inhibition, % at 16.5 µM; Arfgap1-stimulated ARF1 GTP hydrolysis, GDP FP detection; AID 651572, 2012; ADP-ribosylation factor GTPase-activating protein 1 (Rattus norvegicus), Q62848; 360,000 compounds, 0.26% hits;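 active means inhibition above a per-plate limit, mean inhibition of low control wells plus 3 SD, cut at about 25% in these data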;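 further: 0% = DMSO wells with enzyme and 100% = wells lacking Arfgap1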
#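 Material – truncated rat Arfgap1 GAP domain · Buffer or medium – HEPES-based buffer, pH 7.5 · Reagent – human ARF1(Δ1-17)-GTP substrate · Dosing – 16.5 µM single point, 1.26% DMSO · Schedule – GTP hydrolysis reaction 2 h at 25 °C · Technique – GDP detection by fluorescence polarization · Benchmarks – No-Arfgap1 wells (100%) versus DMSO full-reaction wells (0%) · Repeats – single replicate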
# KLK7 zymogen act – proKLK7 zymogen activators, primary screen, biochemical, fluorescence intensity; purified proKLK7, EDANS-DABCYL substrate fluorescence; 100% is mature enzyme control, 0% vehicle; activation, % at 7 µM; 370,000 compounds, 0.9% hits; AID 652039, 2013;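 active means activation above the mean of all tested compounds plus 3 SD, computed per campaign excluding outliers beyond control limits, cut at about 13% in these data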
# ASAP1 GAP inh – inhibitors of human ASAP1 ArfGAP activity, primary screen, biochemical, fluorescence polarization; 360,000 compounds, 0.19% hits; inhibition, % at 16.5 µM; Arf-GAP with SH3 domain, ANK repeat and PH domain-containing protein 1 (Homo sapiens), …; ASAP1-stimulated ARF1 GTP hydrolysis, GDP FP detection; in the data active means inhibition above about 25%;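 further: 0% = vehicle with enzyme and substrate and 100% = no enzyme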
# PLC-beta3 inh – human PLC-beta3 inhibitors, primary screen, biochemical, fluorescence | 1-phosphatidylinositol 4,5-bisphosphate phosphodiesterase beta-3 (Homo sapiens), Q01970 | Purified PLC-beta3, fluorogenic substrate | inhibition, % at 12.2 µM | 370,000 compounds, 0.18% hits; in the data active means inhibition above about 11%;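 further: 0% = median of compound wells on plate and 100% = full blocker control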
# ADAM17 inh – ADAM17 inhibitors, primary screen, biochemical, QFRET; Disintegrin and metalloproteinase domain-containing protein 17 (Homo sapiens), P78536; recombinant ADAM17, EDANS/DABCYL FRET peptide cleavage; inhibition, % at 6.95 µM; 370,000 compounds, 0.83% hits;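 active means inhibition above the mean of compounds lying between control limits plus 3 SD, set per campaign, cut at about 8.5% in these data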;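 further: 0% = DMSO-only wells as the low control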
# The depositor's hits bear a star. Outcome played no part in choosing rows; about 4.1% have a hit in one of these screens.
# Every second line gives: PLCg1 inh	DDE Tn6 FP inh	MBD2 DNA inh	UHRF1 binding	DDE Tn7 FP inh	ARFGAP1 inhibitor	KLK7 zymogen act	ASAP1 GAP inh	PLC-beta3 inh	ADAM17 inh
COc1ccc(OC)c(S(=O)(=O)NC(C)c2cnn(-c3ccccn3)c2C)c1 (stereo unspecified)
  -1.3	5.4	1.1	0.5	0.2	4.8	-0.6	-2.6	-3.6	-0.8
Cc1ccc(S(=O)(=O)n2ccc3c(OCCOCCNCc4ccc(F)cc4)cccc32)cc1
  8.8	-1.7	3.4	1.1	-1.0	21.9	-0.3	3.9	2.3	4.9
O=C(c1ccc(S(=O)(=O)N2CCCCC2)cc1)N1CCN(c2ccccc2F)CC1
  1.6	-3.8	-2.2	-0.1	2.9	5.3	0.2	2.1	1.9	-0.6
Nc1ccc(C2(c3ccc(N)cc3)C(=O)Nc3ccccc32)cc1
  1.7	-7.3	5.3	2.8	4.6	-3.6	-0.2	-2.9	-4.9	-4.9
CC(=O)c1c(C)[nH]c(C(=O)NC2=NCCS2)c1C
  -4.2	6.0	2.2	1.1	-1.8	5.1	0.3	-0.1	-7.5	-3.4
CCC(C(=O)Nc1sc(C(N)=O)c(C)c1C(=O)OC)c1ccccc1 (stereo unspecified)
  -2.5	-4.4	3.4	-2.6	10.2	-0.6	-0.1	-2.6	-8.6	-1.1
CC(=O)c1cc(-c2ccc(F)cc2)n(CC(=O)NCc2cccs2)c1C
  6.9	3.9	-7.8	-0.7	-3.3	11.4	0.2	-3.7	1.9	3.0
COc1ccc(S(=O)(=O)N2CCCC2C(=O)Nc2ccc(C)cc2)cc1 (stereo unspecified)
  -1.4	8.8	9.5	17.9	-1.8	6.2	0.5	3.1	2.8	-5.0
CC1CCN(S(=O)(=O)c2cccc(C(=O)N(Cc3ccccc3)c3ccccn3)c2)CC1
  -3.4	4.8	1.2	-2.9	1.8	1.5	0.0	-1.7	-0.9	-0.9
Cc1ccc(C)c(NC(=O)C(CC(=O)O)Cc2ccccc2)c1 (stereo unspecified)
  0.8	-1.2	-0.9	3.6	-2.1	-13.9	-0.4	4.5	-6.6	1.0
O=[N+]([O-])c1ccc2c(c1)CO[C@@]21O[C@H](CCO)C[C@H](O)[C@H]1O
  -0.7	9.5	0.2	-0.8	3.9	6.0	0.6	15.7	-0.2	-3.8
O=C(OCc1nnc(-c2ccccc2)o1)c1cn(-c2ccccc2)nc1-c1ccccc1
  -1.6	-13.2	2.3	1.1	-3.4	14.2	0.3	8.2	-3.6	0.7
C[C@@H]1CCCCO[C@H](CN(C)S(=O)(=O)c2cn(C)cn2)[C@H](C)CN([C@@H](C)CO)C(=O)c2cc(NC(=O)c3ccccc3)ccc2O1
  2.9	-3.2	1.9	0.1	-3.0	13.2	0.0	3.3	-1.1	0.3
Cc1ccc(C(=O)N/N=C/c2ccc(N3CCOCC3)cc2)c(C)c1
  -90.6	1.3	1.8	1.2	-0.1	-4.3	1.6	-2.7	-117.1	-18.9
CCOC(=O)CSc1nnc(CSc2nc3sc4c(c3c(=O)[nH]2)CCC4)n1C
  0.0	4.5	2.4	0.7	0.9	4.8	-0.1	-2.0	-1.4	-5.8
CCOC(=O)c1csc(N)c1-c1ccc([N+](=O)[O-])cc1
  -0.1	-3.6	3.3	2.0	6.2	3.6	-0.1	10.5	-5.3	-3.4
COc1cc(OC)cc(C2=Cc3ccc(OC)cc3C(CC(C)=O)N2c2ccc(C#CCCO)cc2)c1 (stereo unspecified)
  -137.4	-3.3	0.6	-0.3	-8.0	12.6	-11.3	17.5	-189.6	-22.8
O=C(CSCc1cccc(Cl)c1)N1CCN(Cc2ccc3c(c2)OCO3)CC1
  7.4	4.7	-5.3	-0.8	7.6	5.6	1.0	7.4	2.9	3.7
CCOc1ccc(N=C(/C(C(=O)C(=O)N2CCOCC2)=C(/O)c2ccccc2)c2ccccc2)cc1
  -3.2	1.8	0.9	1.0	-1.4	-1.0	-0.3	6.6	-8.1	-2.7
CCCS(=O)(=O)NC(=O)C1(C)CCN(C(=O)c2c(F)cccc2F)C1 (stereo unspecified)
  3.1	-8.3	0.9	-0.1	-2.8	7.3	-0.9	9.2	4.1	1.0
CCCCC(CC)C(=O)Nc1ccc(C)c(O)c1 (stereo unspecified)
  0.5	-0.1	-2.9	1.9	5.8	-10.4	0.1	-3.6	-0.1	1.9
O=C(COC(=O)C12CC3CC(CC(Br)(C3)C1)C2)Nc1c(F)cccc1F
  -2.4	5.7	7.9	0.0	7.7	-7.2	0.1	-12.4	-6.0	3.6
CC(C)C[C@H](NC(=O)C1CC(=O)N(c2ccc(F)cc2)C1)C(=O)N1CCCCC1 (stereo partly specified)
  2.4	-2.1	4.9	1.7	1.7	-0.7	0.1	-7.2	-5.2	-1.1
Cc1ccc(Nc2c([N+](=O)[O-])ccc3nonc23)c(C)c1
  4.4	6.2	-3.2	-5.1	6.0	-2.5	-0.8	-7.0	-2.7	0.2
Cc1ccc(-n2nnc3c(=O)n(CC(=O)c4ccccc4)cnc32)cc1
  0.8	-6.5	4.5	1.9	5.4	9.6	-0.3	0.0	-3.0	-1.3
Cc1cc(NC(=O)C(C)SCC(=O)Nc2ccccc2C(C)(C)C)no1 (stereo unspecified)
  -0.3	-4.4	-0.1	2.9	2.1	16.2	-0.3	9.0	-8.3	5.3
CC(C)(C)c1ccc(CS(=O)(=O)CC2(O)CCN(C(=O)c3cccc(C(F)(F)F)c3)CC2)cc1
  3.6	4.7	-1.2	-0.9	-0.3	-0.2	0.5	-9.1	1.4	-2.7
Cc1ccc(O)c(NC(=O)c2noc3c2CCCCC3)c1
  -0.4	-3.4	0.9	-1.1	1.5	9.9	0.2	-6.6	1.2	-0.8
O=C(N/N=C/c1ccc(N2CCOCC2)s1)c1ccc(NS(=O)(=O)c2cccs2)cc1
  -145.8	-6.8	6.2	-0.9	-3.7	2.0	-24.3	17.3	-210.1	-9.1
O=c1c(-c2n[nH]c(=S)n2-c2ccccc2)cccn1Cc1cccc(Cl)c1
  -8.8	10.1	-4.6	4.1	-5.5	-3.3	2.4	-8.6	-15.5	-5.7

# Next section; it opens with the two that closed the last part.
# Every second line gives: PLCg1 inh	DDE Tn6 FP inh	MBD2 DNA inh	UHRF1 binding	DDE Tn7 FP inh	ARFGAP1 inhibitor	KLK7 zymogen act	ASAP1 GAP inh	PLC-beta3 inh	ADAM17 inh
O=C(N/N=C/c1ccc(N2CCOCC2)s1)c1ccc(NS(=O)(=O)c2cccs2)cc1
  -145.8	-6.8	6.2	-0.9	-3.7	2.0	-24.3	17.3	-210.1	-9.1
O=c1c(-c2n[nH]c(=S)n2-c2ccccc2)cccn1Cc1cccc(Cl)c1
  -8.8	10.1	-4.6	4.1	-5.5	-3.3	2.4	-8.6	-15.5	-5.7
CN(C(=O)Cn1nnc(-c2ccc(F)cc2)n1)C1CCS(=O)(=O)C1 (stereo unspecified)
  -153.2	3.5	-4.6	3.0	4.8	7.9	-0.1	-9.0	2.2	5.2
C=CCN(c1ccccc1OC)S(=O)(=O)c1ccc(Cl)c(C(=O)NCc2ccco2)c1
  -0.5	4.6	6.5	0.9	4.8	16.1	0.2	2.0	3.3	-1.7
FC(F)(F)c1nnc2c(Sc3ccccc3)nc3ccc(Cl)cc3n12
  -3.9	4.8	-3.1	-2.4	-2.2	-3.6	0.1	-2.5	-1.5	-0.6
CCn1nc(NC(=O)C2CCCO2)c2cc3cc(C)ccc3nc21 (stereo unspecified)
  -335.1	8.3	-0.3	16.3	11.7	-3.2	8.8	8.5	-377.1	-50.6
O=C(COC(=O)/C=C/c1ccc(OC(F)F)cc1)Nc1cccc(S(=O)(=O)N2CCCC2)c1
  1.2	4.8	0.2	-0.3	1.5	0.7	0.1	1.6	-6.2	3.6
Cc1ccc(OCc2nc(-c3ccccn3)no2)c(Br)c1
  -1.8	6.3	-6.8	-2.9	11.8	-5.6	-0.3	-7.8	-29.6	0.3
Cc1nn(-c2ccc(Cl)cc2)c2[nH]c(=O)c(CNCc3ccc4c(c3)OCO4)cc12
  -14.8	9.6	-2.0	1.6	-5.8	-4.2	0.0	4.8	-18.3	-1.7
O=C(O)/C=C/c1cnc[nH]1
  -1.5	4.9	-4.2	-0.6	-6.0	2.5	-0.1	1.3	-0.2	-1.9
COc1cccc(CNc2nc3cc(-c4ccc(F)cc4)sc3c(=O)n2C)c1OC
  -2.4	2.6	-1.9	-1.5	-5.0	11.4	0.2	8.9	-4.3	-3.1
CC(/C=N/NC(=S)Nc1cccc(S(=O)(=O)N(C)C)c1)c1ccccc1 (stereo unspecified)
  -0.8	-9.3	5.8	1.4	2.5	10.6	0.2	-1.4	-0.6	-2.4
CCCCN(C)C(=O)C1CCN(Cc2cccc(OCc3ccccc3)c2)CC1
  1.8	2.7	2.9	-1.9	3.8	0.3	0.2	-12.4	-4.1	-0.8
O=C1CC(c2ccc3c(c2)OCO3)CN1 (stereo unspecified)
  2.6	-1.4	-0.9	1.3	-0.7	-14.6	-0.7	7.3	4.0	0.6
COc1ccccc1N1CCN(Cc2cc(=O)oc3cc(C)cc(C)c23)CC1
  -0.2	2.1	-4.2	-1.5	3.1	-1.5	0.5	0.0	3.2	-0.8
CCc1cccc(NC(=O)C2CCCN(S(=O)(=O)c3ccc4[nH]c(=O)ccc4c3)C2)c1 (stereo unspecified)
  -13.1	-1.0	-2.0	1.7	-3.4	-1.1	-0.5	-12.0	-4.6	-2.0
CC(C)C(N)c1csc(Nc2ccc(C(F)(F)F)cn2)n1 (stereo unspecified)
  -3.3	-3.5	-4.3	0.8	6.8	3.2	-1.1	14.4	-7.9	-2.8
CCOc1cccc(-c2cc(NCCc3ccccn3)n3nccc3n2)c1
  -209.3	2.1	-0.1	0.0	-4.0	2.3	-15.6	-10.9	-269.7	-129.6
CCOc1ccc(N(C(=O)c2ccc3c(c2)OCO3)C2C=CS(=O)(=O)C2)cc1 (stereo unspecified)
  -1.3	-1.1	3.2	-1.5	-4.2	-5.3	0.0	-4.6	-9.0	-8.3
Cc1cc(/C=C2/NC(=O)N(Cc3ccccc3F)C2=O)c(C)n1C
  -31.6	5.1	-5.4	3.0	-5.9	12.1	0.5	2.1	-37.1	-9.1
